From PubChem
Growth percent in the NCI-60 one-dose screen (48 h, 10 µM unless noted): 100 = growth as untreated, 0 = no growth, -100 = all killed.
SF-268: SF-268 CNS cancer cells | AID 1794759 | 82,000 tested, 3.1% active
SNB-19: SNB-19 CNS cancer cells | 81,000 tested, 2.5% active
SW-620: SW-620 colon cancer; 82,000 tested, 5.2% active; AID 1794795
SF-539: SF-539 CNS cancer | 81,000 tested, 6.8% active
HT29: HT29 colon cancer; 81,000 tested, 7.4% active; AID 1794748
SF-295: SF-295 CNS cancer cells. AID 1794758. 79,000 tested, 5.6% active
SNB-75: SNB-75 CNS cancer; 79,000 tested, 5% active
KM12: KM12 colon cancer cells; 82,000 tested, 5% active; AID 1794800
HCC-2998: HCC-2998 colon cancer; 79,000 tested, 4.7% active
An asterisk follows results filed as active; nt = not tested or not shown; & = joins results of further samples; [ ] = dose if it differs, or a comment. How the source made its calls: active means growth percent below 10; inactive means the rest.

SMILES	SF-268	SNB-19	SW-620	SF-539	HT29	SF-295	SNB-75	KM12	HCC-2998
CC1(C)OC(=O)C(=Cc2ccc(C#N)cc2)C(=O)O1	102&104	101&99	104&100	105&111	100&98	98&103	96&97	115&105	105&112
NC(=O)C(=O)NCCCCCC(=O)Nc1ccccc1	93	91	97	100	102	98	88	101	101
CN1CCN(Cn2nc(-c3cc(F)c(Cl)cc3Cl)n(/N=C/c3ccc(N(C)C)cc3)c2=S)CC1	102	72	70	78	100	48	79	89	98
Cc1ccc(-c2nn(-c3ccccc3)cc2/C=C/c2nnc(-c3ccc(F)cc3)o2)cc1	102	108	103	100	94	103	87	100	110
Cc1cc2nc3c4cc(Cl)ccc4n(CCN(C)C)c3nc2cc1C	33	15	-22*	14	1.0*	11	26	19	-24*
Clc1ccc(N=Cc2ccccc2)cn1	98	90	97	109	102	91	85	100	nt
C#CCOC(=O)/C=C/c1cn(-c2ccccc2)nc1-c1ccc(Br)cc1	95	98	97	106	94	99	88	94	111
CCOc1ccc(N2C(=O)CCSC2=S)cc1	104	95	104	95	106	96	90	107	104
CC(C)Sc1nc(Nc2ccccc2)c(C#N)c(-c2ccccc2)n1	87	99	82	91	82	87	93	67	92
CC(=O)n1cc(/C=C2\N=C(c3ccccc3)N(c3ccc(S(=O)(=O)Nc4ccccn4)cc3)C2=O)c2ccccc21	93	84	100	96	100	93	92	87	104
CC[C@H](Nc1ncnc2nc[nH]c12)c1nc2cccc(NCCCCCC(=O)NO)c2c(=O)n1-c1ccccc1	84	97	97	102	97	95	71	104	100
Cc1ccc(NC(=O)Nc2nc3ccc(OC(F)(F)F)cc3s2)cc1	101	107	105	134	88	95	107	96	105
CC(O)CN(CCO)CCN(CC(C)O)CC(C)O (configuration not stated)	107	98	102	103	103	85	77	109	111
COC(=O)c1ccc2c(c1)nc(-c1cc3ccccc3[nH]c1=O)n2-c1cc(C(C)(C)C)[nH]n1	73	35	62	93	7.4*	94	101	44	-10*
Cc1cccc(-c2nc(Nc3ccc(C)c(S(N)(=O)=O)c3)c3ccccc3n2)c1	51	33	24	9.7*	18	5.6*	92	-25*	-64*
COc1ccc(-c2nc3ccccc3n2C(=O)/C=C/c2ccccc2)cc1	91	97	95	100	99	98	79	93	110
Cc1cccc(/C=N/N=C2\C(=O)Nc3ccc(F)cc32)c1	96	87	96	95	96	105	94	97	91
COc1ccc2[nH]cc(C3(c4c[nH]c5ccc(OC)cc45)C(=O)Nc4ccccc43)c2c1	89	104	102	97	96	94	77	92	110
COc1cc(-c2nn(-c3cccc(NC(=O)Nc4ccc(Cl)c(C(F)(F)F)c4)c3)cc2-c2ccncc2)ccc1Cl	14	26	15	6.6*	-0.5*	nt	nt	2.9*	8.9*
Cc1ccc(-c2nc3ccc(C(=O)N=Nc4c(O)[nH]c5ccc(Br)cc45)cc3[nH]2)cc1	44	46	7.0*	86	48	94	107	33	20
CCNS(=O)(=O)c1ccc(C)cc1	nt	103	107	102	117	104	85	108	106
COc1cc2c(cc1OC)C1=NN(C(=O)Nc3ccc(C)cc3C)C(c3ccncc3)C1C2 (configuration not stated)	100	100	102	85	99	104	92	98	107
COc1ccc(C(=O)/C=C/c2ccc3c(c2)OCO3)cc1S(=O)(=O)NNC(=O)c1ccncc1	96	90	104	101	103	102	95	93	118
NC(=Nc1cccc2ccccc12)SCCSC(N)=Nc1cccc2ccccc12	101	92	94	102	91	101	88	85	102
N=C(N)c1ccc(-c2ccc(-c3cccs3)o2)cc1	62	74	-48*	78	-27*	-52*	41	nt	-66*
COc1cc(-c2nn(-c3ccc(Br)cc3)cc2CO)ccc1O	78	94	104	92	89	99	88	92	104
COc1ccc(C(OC(=O)C2CCc3cc(F)ccc3O2)C(=O)NC(C)(C)C)cc1 (configuration not stated)	nt	96	102	100	101	97	73	nt	103
N#CC(c1ccc(N)cc1)c1ccc(F)cc1 (configuration not stated)	105	102	105	100	98	94	93	106	nt
CCOC(=O)c1cc2cccc(OC)c2oc1=O	111	105	111	107	113	130	100	113	108
NC(C(=O)O)(c1ccccc1)c1ccccc1	115	111	109	113	94	119	nt	112	110
Cc1ccc(CSc2nc3ccccc3c(=O)n2CCc2ccc(S(N)(=O)=O)cc2)cc1	99	97	100	106	98	98	96	99	95
O=C(NCCc1ccccc1)c1ccccc1	97	97	108	96	97	105	115	99	98
C/C(=N/O)c1ccc(NC(=O)CSc2nnc(-c3ccc(-c4nc5ccccc5[nH]4)cc3)o2)cc1	95	86	111	93	110	97	126	82	119
O=Cc1c(OCc2cnnn2CC(=O)Nc2ccccc2Cl)ccc2ccccc12	99	98	101	98	107	104	82	103	103
CN(c1ccccc1)S(=O)(=O)CS(=O)(=O)N(C)c1ccccc1	96	95	103	102	107	103	92	105	nt
O=C(/C=C/c1ccccc1O)c1cc2ccccc2oc1=O	105	105	98	101	106	99	98	98	113
OCC1OC(O)CC(O)C1O (configuration not stated)	103	98	106	106	93	131	87	115	116
O=C1NN=C(c2ccccc2)C1Cc1ccccc1 (configuration not stated)	109	100	104	113	101	113	83	105	105
C1=Nc2c(c(-c3ccccc3)c(-c3ccccc3)n2C2CCCCC2)C2=NCCN12	98	98	93	100	107	99	83	102	112
CNC(=O)c1ccnc(Cn2nc(C)c(NC(=O)c3ccc(COc4ccc(C(F)(F)F)cc4C)cc3)c2C)c1	86	87	106	98	71	84	114	94	100
O=C(NCCn1cc(C(O)c2cn(Cc3ccccc3)c3ccccc23)nn1)c1ccc(Cl)cc1 (configuration not stated)	94	108	106	96	91	100	79	98	112
O=c1oc2c(cnc3ccccc32)cc1-c1cccs1	100	101	103	105	111	105	92	105	117
COc1ccccc1[C@H]1C(C(=O)c2ccc(O)cc2)C2(N[C@@H]1c1ccccc1)C(=O)Nc1ccc(Br)cc12 (some centres not stated)	53	49	14	52	-10.0*	28	41	14	-39*
CCC/C=C/C=N/N1C(=S)N(CC)[C@]23OC(N)=C(C#N)[C@]12C(=O)c1ccccc13	96	107	110	105	97	102	86	106	114
N#CCC(=O)Nc1nc2ccccc2[nH]c1=O	95	90	100	94	101	98	82	103	98
CC(CCN1CCN(CCC(C)CC(C)(C)C)S1(=O)=O)CC(C)(C)C (configuration not stated)	102	106	108	98	102	103	106	103	114
O=[N+]([O-])c1ccc(C(n2nnc3ccccc32)n2nnc3ccccc32)c2cccnc12	102	101	113	96	100	98	103	113	89
O=C1CC(N2C(=O)/C(=C/C=C/c3ccccc3)SC2=S)C(=O)N1c1ccc(Br)cc1 (configuration not stated)	104	79	91	82	89	97	97	92	98
CCC(=O)Oc1ccc(/C(=C(\C)c2ccccc2)c2ccc(OCCCN(C)C)cc2)cc1	89	113	106	102	74	110	88	91	99
COC(=O)c1ccc2c(c1)c1c(C)c3ccncc3c(C)c1n2C	26	29	21	32	12	24	22	23	62
C=CCc1c(O)c(C(=O)/C=C/c2ccccc2)c(OC)c2ccoc12	43	47	40	25	28	35	73	45	50
CCCC(=O)Nn1c(N)cc2cc(Br)ccc2c1=O	107	96	106	99	106	100	90	111	112
CN1C(=O)/C(=C/c2ccc(C(=O)Nc3nccs3)cc2)SC1=S	96	93	103	85	108	83	nt	99	98
O=C(CNc1c(Cl)cccc1Cl)Nc1ccc(-c2nc3ccccc3s2)cc1	46	74	35	80	70	97	59	91	36
NNCCc1ccc(NC(=O)CCCc2ccc(/C=C/C(=O)NO)cc2)cc1	45	59	43	53	66	78	53	57	95
C#Cc1cccc(NC(=O)c2ccccc2NC(=O)CCl)c1	68[8.25 µM]	74[8.25 µM]	79[8.25 µM]	93[8.25 µM]	86[8.25 µM]	103[8.25 µM]	71[8.25 µM]	100[8.25 µM]	99[8.25 µM]
CSC1=C(N)C(=O)c2[nH]cc(CO)c2C1=N	-69*	-92*	-56*	-96*	-9.2*	-97*	-80*	-63*	-94*
CCCSc1nc(Oc2ccc(/C=C3/SC(=O)NC3=O)cc2)c(C#N)c(-c2ccc(OC)cc2)n1	92	96	99	101	120	87	76	95	99
Cc1ccc(NS(=O)(=O)c2ccc(-c3cnc(C4CC4)o3)cc2)cc1	50	38	12	27	12	20	19	21	69
Cc1nc2cc(NC(=O)CN3CCN(CCN4C(=O)c5cccc6cccc(c56)C4=O)CC3)ccc2s1	46	45	31	59	34	48	57	52	59

Profiles, quoted from the list:
Results for CCC(=O)Oc1ccc(/C(=C(\C)c2ccccc2)c2ccc(OCCCN(C)C)cc2)cc1 = SF-268 = 89; SNB-19 = 113; SW-620 = 106; SF-539 = 102; HT29 = 74; SF-295 = 110; SNB-75 = 88; KM12 = 91; HCC-2998 = 99
Results for Cc1nc2cc(NC(=O)CN3CCN(CCN4C(=O)c5cccc6cccc(c56)C4=O)CC3)ccc2s1 = SF-268 = 46; SNB-19 = 45; SW-620 = 31; SF-539 = 59; HT29 = 34; SF-295 = 48; SNB-75 = 57; KM12 = 52; HCC-2998 = 59
Results for O=[N+]([O-])c1ccc(C(n2nnc3ccccc32)n2nnc3ccccc32)c2cccnc12 = SF-268 = 102; SNB-19 = 101; SW-620 = 113; SF-539 = 96; HT29 = 100; SF-295 = 98; SNB-75 = 103; KM12 = 113; HCC-2998 = 89

Back to the main list with the 5 entries that preceded the break.
SMILES	SF-268	SNB-19	SW-620	SF-539	HT29	SF-295	SNB-75	KM12	HCC-2998
C#Cc1cccc(NC(=O)c2ccccc2NC(=O)CCl)c1	68[8.25 µM]	74[8.25 µM]	79[8.25 µM]	93[8.25 µM]	86[8.25 µM]	103[8.25 µM]	71[8.25 µM]	100[8.25 µM]	99[8.25 µM]
CSC1=C(N)C(=O)c2[nH]cc(CO)c2C1=N	-69*	-92*	-56*	-96*	-9.2*	-97*	-80*	-63*	-94*
CCCSc1nc(Oc2ccc(/C=C3/SC(=O)NC3=O)cc2)c(C#N)c(-c2ccc(OC)cc2)n1	92	96	99	101	120	87	76	95	99
Cc1ccc(NS(=O)(=O)c2ccc(-c3cnc(C4CC4)o3)cc2)cc1	50	38	12	27	12	20	19	21	69
Cc1nc2cc(NC(=O)CN3CCN(CCN4C(=O)c5cccc6cccc(c56)C4=O)CC3)ccc2s1	46	45	31	59	34	48	57	52	59
COc1ccc2nc3cc(Cl)ccc3c(Nc3ccc(O)c(CN4CCCC4)c3)c2c1	38	62	-66*	-87*	-23*	8.9*	31	19	nt
Cc1cc(C)n(Cc2cccc(Cn3c(C)cc(C)c(C#N)c3=O)n2)c(=O)c1C#N	99	100	99	100	113	102	94	103	109
Nc1nonc1-c1nc2c(Cl)cccc2[nH]1	97	118	104	96	105	88	61	102	109
NC(=O)Oc1ccc(Cc2ccccc2)cc1	104	94	101	103	102	107	75	110	nt
CCN(CC)CCC(CNc1c(C)cnc2cc(Cl)ccc12)c1ccc(Cl)c(Cl)c1 (configuration not stated)	72	72	46	21	12	65	59	71	-18*
CN(CC#N)C(=O)C(=O)c1c[nH]c2ccccc12	106	105	100	99	103	108	96	116	103
CCOc1ccc2nc(NC(=O)Nc3cccc(Cl)c3)sc2c1	89	90	101	94	100	94	105	78	122
Cc1cccc(-c2cn3ccnc3c(-c3ccc4ncn(Cc5ccccc5)c4c3)n2)c1	93	97	100	93	58	86	78	78	111
COC(=O)C1NC(=S)N(c2ccccc2C)C1/C=C/c1ccccc1 (configuration not stated)	104	100	108	104	105	98	103	100	102
CCCCn1c(=O)c(-c2cc(-c3ccc(Cl)cc3)nc(-c3ccc(Cl)cc3)c2)cc2cc(C)ccc21	98	99	100	98	101	99	98	102	105
NNC(=O)CSc1nc2sc3c(c2c(=O)n1-c1ccc(Cl)cc1)CCCC3	107	103	112	101	124	100	92	106	113

Fetched by structure from above, five records:
SMILES	SF-268	SNB-19	SW-620	SF-539	HT29	SF-295	SNB-75	KM12	HCC-2998
O=Cc1c(OCc2cnnn2CC(=O)Nc2ccccc2Cl)ccc2ccccc12	99	98	101	98	107	104	82	103	103
CCN(CC)CCC(CNc1c(C)cnc2cc(Cl)ccc12)c1ccc(Cl)c(Cl)c1 (configuration not stated)	72	72	46	21	12	65	59	71	-18*
COC(=O)c1ccc2c(c1)nc(-c1cc3ccccc3[nH]c1=O)n2-c1cc(C(C)(C)C)[nH]n1	73	35	62	93	7.4*	94	101	44	-10*
CC1(C)OC(=O)C(=Cc2ccc(C#N)cc2)C(=O)O1	102&104	101&99	104&100	105&111	100&98	98&103	96&97	115&105	105&112
CCC(=O)Oc1ccc(/C(=C(\C)c2ccccc2)c2ccc(OCCCN(C)C)cc2)cc1	89	113	106	102	74	110	88	91	99
